Screening results as filed in PubChem.
Bim-Bcl-XL – disrupts Bim peptide binding to human Bcl-XL | AID 1007 | bead flow cytometry, fluorescence | inhibition, % at 10 µM | 0.04% of 190,000 active
Target sequence (Q07817 whole entry, looked up): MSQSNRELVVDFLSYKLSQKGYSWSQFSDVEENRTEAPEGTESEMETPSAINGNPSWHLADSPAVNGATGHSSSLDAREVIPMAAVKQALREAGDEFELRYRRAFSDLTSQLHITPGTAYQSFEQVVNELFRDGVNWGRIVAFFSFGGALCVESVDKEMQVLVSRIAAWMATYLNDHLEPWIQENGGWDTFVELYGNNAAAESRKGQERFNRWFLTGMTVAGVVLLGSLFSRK
Bcl-B Bim block – inhibitors of Bim-Bcl-B interaction, human; Q9HD36; bead-based flow cytometry, Bim peptide-Bcl-B binding; inhibition, % at 10 µM; 0.073% of 190,000 active;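 further: 0% = tracer peptide without compound and 100% = reference inhibitor peptide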
Target sequence (Q9HD36 whole entry, looked up): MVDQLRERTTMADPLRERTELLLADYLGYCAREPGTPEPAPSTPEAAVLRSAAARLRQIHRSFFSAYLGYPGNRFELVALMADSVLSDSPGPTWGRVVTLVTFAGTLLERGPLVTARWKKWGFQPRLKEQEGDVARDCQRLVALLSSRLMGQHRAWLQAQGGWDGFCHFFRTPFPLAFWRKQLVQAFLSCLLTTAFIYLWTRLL
Bcl-W Bim block – disrupts Bim peptide binding to human Bcl-W; Q92843; bead-based flow cytometry; inhibition, % at 10 µM; 0.02% of 190,000 active; AID 952;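 further: 0% = bound tracer without compound and 100% = peptide blocker; higher means less fluorescent Bim peptide bound to Bcl-W beads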
Target sequence (Q92843 whole entry, looked up): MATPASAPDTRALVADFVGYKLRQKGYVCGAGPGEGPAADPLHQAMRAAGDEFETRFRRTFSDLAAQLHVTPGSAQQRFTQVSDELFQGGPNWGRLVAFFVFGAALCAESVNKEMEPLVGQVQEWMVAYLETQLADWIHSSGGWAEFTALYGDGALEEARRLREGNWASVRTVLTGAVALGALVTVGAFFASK
Bim-Bfl-1 – inhibitors of Bim-Bfl-1 interaction, human; Q16548; Bead-based flow cytometry, Bim-Bfl-1 binding inhibition; inhibition, % at 10 µM; 0.12% of 190,000 active;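 further: 0% = wells without compound plus tracer and 100% = blocker peptide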
Mcl1-Bid inh – Mcl-1/Bid interaction inhibition | TR-FRET Mcl-1/Bid-Dy647 peptide binding, 1536-well | inhibition, % at 21.7 µM | 0.97% of 220,000 active | AID 1021;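 active means compounds that cut the binding signal by more than half at the single screening dose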;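 further: His-tagged Mcl-1 with europium anti-His antibody binding Bid BH3 peptide; 0% = Mcl-1 plus peptide wells and 100% = peptide-only wells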
RGS8-Gao – modulates binding of RGS8 to human Galphao; P09471; multiplexed bead flow cytometry; actives lie on both sides; response (percent of control binding), % at 10 µM; 0.34% of 220,000 active; in the data active means response below about 60% or above about 140%; inactive means in between;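 further: Galphao activated as the GDP aluminium fluoride complex binding bead-coupled RGS8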
Mcl1 Noxa PPI – Mcl-1/Noxa interaction inhibition | TR-FRET Mcl-1/Noxa peptide binding, 2 h | inhibition, % at 21.7 µM | 1.5% of 220,000 active | AID 1022;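 active means compounds that cut the protein-peptide binding signal by more than 50% relative to plate controls in a single-dose test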;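 further: His-tagged Mcl-1 with rhodamine Noxa BH3 peptide and terbium anti-His antibody; 0% = Mcl-1 plus Noxa peptide wells and 100% = peptide-only wells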
Bcl-2 Bim block – human Bim-Bcl-2 interaction inhibition | Bead-based flow cytometry, Bim peptide-Bcl-2 binding | inhibition, % at 10 µM | 0.06% of 190,000 active; in the data active means inhibition above about 40%; inconclusive means no clear call, values can overlap the other calls;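 further: 0% = no compound wells with probe peptide and 100% = reference peptide inhibitor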
Target sequence (P10415 whole entry, looked up): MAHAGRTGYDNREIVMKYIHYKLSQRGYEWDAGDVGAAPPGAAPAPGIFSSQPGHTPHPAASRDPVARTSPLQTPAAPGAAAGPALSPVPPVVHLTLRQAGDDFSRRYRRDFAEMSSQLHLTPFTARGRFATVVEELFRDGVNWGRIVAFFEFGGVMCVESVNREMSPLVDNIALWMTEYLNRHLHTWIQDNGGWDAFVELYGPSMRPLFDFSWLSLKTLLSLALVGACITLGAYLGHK
RGS4-Gao reg – human RGS4-Galphao interaction regulation. binding response (% of control), % at 10 µM. Multiplexed bead flow cytometry, RGS4-Galphao binding; actives lie on both sides. 0.33% of 220,000 active. P09471; in the data active means binding response below about 49% or above about 150%; inactive means in between;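 further: fluorescent Galphao activated with aluminum fluoride binding bead-coupled RGS4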
RGS7-Gao reg – human RGS7-Galphao interaction regulation; P09471; Multiplexed bead flow cytometry, RGS7-Galphao binding; actives lie on both sides; binding response (% of control), % at 10 µM; 0.35% of 220,000 active; in the data active means binding response below about 49% or above about 150%; inconclusive means no clear call, values can overlap the other calls; inactive means in between;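 further: fluorescent Galphao held in activated GDP-AlF4 state binding bead-coupled RGS7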
Bim-Mcl-1 – human Bim-Mcl-1 interaction inhibition; Bead-based flow cytometry, Bim peptide-Mcl-1 binding; inhibition, % at 10 µM; 0.1% of 190,000 active;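 further: 0% = no compound tracer wells and 100% = peptide blocker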
Numbers without * were called inactive; ? = inconclusive; nt = not tested or not shown. Unless noted, no stated cut-off is given here; in the data, active means inhibition above about 40%.

SMILES	Bim-Bcl-XL	Bcl-B Bim block	Bcl-W Bim block	Bim-Bfl-1	Mcl1-Bid inh	RGS8-Gao	Mcl1 Noxa PPI	Bcl-2 Bim block	RGS4-Gao reg	RGS7-Gao reg	Bim-Mcl-1
O=S(=O)(NC1CCCCC1Oc1ccccc1)c1ccccc1 (centres undefined)	-1	-1	-2	-1	-10	102	8	-2	101	98	-2
O=C(CCN1C(=O)/C(=C/c2ccccc2)SC1=S)NNC(=O)c1ccncc1	-2	-4	-1	-3	-13	101	-13	0	97	102	1
Cc1ccc(-c2nnc(NCc3nc4ccccc4[nH]3)c3ccccc23)cc1S(=O)(=O)N(C)C	-9	-13	-2	-17	-74	101	-44	-8	98	99	-14
Clc1cc2c(nn1)Nc1ccccc1S2	nt	nt	nt	nt	-18	104	3	nt	107	?	nt
Cc1ccc(S(=O)(=O)N2CCC(=O)N(C(COCc3cccc(C)c3)Cc3ccccc3)CC2)cc1 (centres undefined)	-4	-5	-1	0	-8	103	-5	0	98	103	-2
S=C(NCCc1ccccc1)Nc1ccccn1	8	-19	5	9	-17	99	-9	5	96	99	0
CC(C(=O)NC(C)(C)C)N(C(=O)CS(=O)CC(=O)Nc1ccc(F)cc1)c1ccccc1F (centres undefined)	nt	-10	2	-2	-3	100	-6	-2	101	99	-1
CC(C)Sc1nnc(CNC(=O)C23CC4CC(CC(C4)C2)C3)n1Cc1ccccc1	21	17	18	23	5	101	6	14	95	97	15
Cc1cc(C)c2c(N=NN3CCCCC3)[nH]nc2n1	-1	-3	2	16	-10	95	49	3	98	98	-2
O=C(NNc1cc(C(F)(F)F)nc2ccccc12)Nc1cccc(Cl)c1	nt	nt	nt	nt	-1	101	8	nt	101	?	nt
C/C(=N\Nc1nc(N2CCCCCC2)nc(N2CCCCCC2)n1)c1ccccc1	-5	-8	-7	-3	-2	101	-3	-2	101	99	-3
CCN(C(=O)COc1cccc2cccnc12)C1CCS(=O)(=O)C1 (centres undefined)	-2	-4	-3	-6	-24	104	-1	-4	105	104	0
NS(=O)(=O)c1ccc(N/N=C/c2cn(-c3ccccc3)nc2-c2ccccc2)c([N+](=O)[O-])c1	0	-1	-2	-5	-10	99	4	-3	102	124	2
Cc1cccc(/C(N)=N/OC(=O)COc2ccccc2Cl)c1	-6	-6	-3	0	-9	100	-6	-2	102	100	-12
C1CCN=C(Nc2nn[nH]n2)CC1	0	0	0	-2	18	102	31	-2	97	97	0
O=C(CS(=O)CC(=O)N(c1ccccc1)C(C(=O)NC1CCCCC1)c1ccco1)Nc1ccc(F)cc1 (centres undefined)	-5	-1	-2	2	-32	102	13	3	98	98	1
COC(=O)COc1cccc2c(=O)n(CC(=O)NCCc3ccccc3)ccc12	-5	-6	-4	-1	-9	99	13	-1	89	95	-4
CCOC(=O)C(=O)Nc1nnc(SCc2ccc(F)cc2)s1	-2	-3	-3	-1	-2	101	2	-3	100	101	-4
O=c1c2[nH]c3ccccc3c2ncn1CCN1CCCCC1	-3	-1	-2	2	-11	132	9	0	125	117	-3
Cc1ccc(NC(=O)/C(=C\c2ccc([N+](=O)[O-])cc2)NC(=O)c2ccccc2)cc1	-7	0	-2	-2	-13	96	4	-1	90	99	-2
COc1ccccc1Cn1c(CO)nc2ccccc21	nt	nt	nt	nt	-25	99	7	nt	100	?	nt
Cc1ccc(NC(=O)Cc2ccc([N+](=O)[O-])cc2)c(Br)c1	3	8	4	7	-12	101	7	11	95	101	2
CCOC(=O)c1ccccc1NC(=O)C=C(C)C	-11	-8	-3	-10	-10	99	26	-3	103	102	8
CC1(C)CC(=O)C2=C(C1)OC(N)=C(C#N)C2c1cn(-c2ccccc2)nc1-c1ccc(F)cc1 (centres undefined)	-6	-7	0	-7	29	99	28	-6	95	99	-4
O=C(c1ccc(S(=O)(=O)N2CCCCC2)cc1)N1CCN(c2ccccc2)CC1	-3	-2	-4	3	-31	92	-16	1	91	93	0
CC1CCc2c(sc(NC(=O)c3nc4ncccn4n3)c2C#N)C1 (centres undefined)	nt	nt	nt	nt	-46	90	-23	nt	95	?	nt
Cc1c(Cl)cccc1NC(=O)C(=O)NNC(=O)c1ccccc1F	0	0	0	3	-44	100	12	0	98	?	-3
Cc1ccc(-c2cn3nc(C)c(C)nc3n2)cc1	-1	-4	3	-6	-1	101	22	-1	102	99	1
CN(C)C(=O)COC(=O)c1ccccc1OCC(=O)Nc1ccc(SC(F)F)cc1	-6	-9	-2	0	-7	104	20	0	103	103	-5
COc1ccc2nc(C)cc(N3CCOCC3)c2c1	-18	-3	-4	-4	-1	93	15	-4	73	83	-6
COC(=O)C1=C(O)/C(=C/c2cccc(OC)c2O)N=C1C	nt	nt	nt	nt	-21	100	29	nt	106	?	nt
Cc1cc(C)n(CCNC(=O)c2cc(COc3ccc4ncccc4c3)on2)n1	nt	nt	nt	nt	-14	100	7	nt	98	?	nt
CCOc1ccc(C(C)NC(=O)Cc2ccccc2F)cc1OCC (centres undefined)	-1	-5	-4	-9	-8	98	-4	-9	94	?	0
COc1cccc(N2CCN(Cc3nc(N)nc(N4CCCc5ccccc54)n3)CC2)c1	-9	-8	-3	-12	-23	103	17	-5	102	101	1
CC1(C)CC(=O)c2sc(NS(=O)(=O)c3ccc(Br)cc3)nc2C1	-3	-3	-3	-6	2	103	23	-1	102	?	0
c1ccc(N/N=C(\Cc2ncc[nH]2)c2ccccc2)cc1	-1	-1	0	-1	-27	100	19	-1	100	105	3
O=C(Nc1ccc(Cl)cc1)N1CCN(c2ccccc2)CC1	-6	-3	-8	-1	-24	103	-21	-2	103	100	-2
O=C(Nc1nc(-c2ccc(Cl)s2)cs1)c1ccccc1	-3	-2	-2	-3	7	100	15	-5	103	101	-5
COc1ccc(N(CC(=O)NCC2CCCO2)S(=O)(=O)c2ccc(C)cc2)cc1OC (centres undefined)	0	0	-4	-1	7	101	-4	0	101	102	-2
CCCCN(CC)c1nc(N)c(C#N)c(CC#N)c1C#N	-10	-2	0	-8	-34	93	19	-4	64	74	-1
CC(C)c1ccc(C2CC(=O)c3cnc(N4CCc5ccccc5C4)nc3C2)cc1 (centres undefined)	-2	-10	0	-11	-1	104	6	-6	104	104	-3
O=C1CCN(C(=S)NCc2ccccc2)CC1	-6	-9	-7	-6	-34	98	-15	0	98	?	-1
O=C(O)Cc1ccc(NC(=S)Nc2cccc(Cl)c2Cl)cc1	2	5	1	11	-43	96	28	4	96	95	0
O=C(COc1ccc(Cl)cc1[N+](=O)[O-])N1CCCCCC1	-1	-2	0	1	-16	102	5	0	102	?	1
O=S(=O)(Nc1nccs1)c1ccc(NS(=O)(=O)c2cccs2)cc1	-7	-7	-1	-13	-31	107	12	-5	102	99	-1
CS(=O)(=O)N1CCN(C(=O)COc2ccc3ccccc3c2)CC1	nt	nt	nt	nt	-31	101	25	nt	100	?	nt
O=C(CCc1nc2ccccc2c(=O)[nH]1)NCc1cccc(Cl)c1	-5	-5	-1	-10	-47	103	2	-2	99	103	1
CC1(C)CC(=O)C2=C(C1)Nc1cc3c(cc1C2c1ccc(F)cc1)OCO3 (centres undefined)	3	-1	-1	0	-19	99	10	0	100	104	-1
COc1cc2c(cc1OC)CN(C(=O)CCCN1C(=O)c3ccccc3C1=O)CC2	-9	-3	-2	-1	-25	87	-17	1	93	96	-1
O=C(/C=C/c1ccc(-c2ccccc2[N+](=O)[O-])o1)c1ccc(F)cc1	3	-4	14	10	-23	90	49	6	98	92	4
Cc1ccc(F)cc1NC(=O)c1cnccn1	-1	-2	-1	-2	-5	108	1	-3	105	104	-1
C=CCN=C1S/C(=C\c2ccc(N(C)C)cc2)C(=O)N1CC=C	nt	nt	nt	nt	-18	92	-17	nt	87	?	nt
O=[N+]([O-])c1ccc(N2CCOCC2)cc1SCc1ccco1	-10	-7	-6	-9	-8	100	24	-3	101	98	-3
CCC(CC)c1nc2ccccc2c(=O)[nH]1	1	-1	-3	0	-8	115	4	0	102	104	-2
COc1ccc(C2C(C(=O)Nc3cc(OC)c(OC)c(OC)c3)c3ccccc3C(=O)N2C)cc1 (centres undefined)	-2	1	-1	4	-23	94	-9	3	91	101	0
COc1c(Br)cc(Br)cc1/C=N/NC(=O)c1ccncc1	-1	-6	-1	-8	-19	100	7	-2	99	99	1
Cc1ccc(Oc2nc(-c3ccccc3)ncc2S(C)(=O)=O)cc1	0	-3	-4	-3	-1	98	7	-3	99	101	-2
COc1cc(OC)c(C(=O)Nc2cccc(C(C)=O)c2)cc1OC	-10	-5	4	-11	10	106	3	-7	106	105	1
O=C1C=C(NCC2CCCO2)C2(CCCCC2)O1 (centres undefined)	-2	0	1	-2	-14	97	-9	-2	103	104	0
CC(NC(=O)C1c2ccccc2Oc2ccccc21)C1CCCO1 (centres undefined)	0	-3	2	-2	-6	99	1	0	99	?	0

Profiles as entered above.
`O=C(/C=C/c1ccc(-c2ccccc2[N+](=O)[O-])o1)c1ccc(F)cc1` as listed: Bim-Bcl-XL = 3; Bcl-B Bim block = -4; Bcl-W Bim block = 14; Bim-Bfl-1 = 10; Mcl1-Bid inh = -23; RGS8-Gao = 90; Mcl1 Noxa PPI = 49; Bcl-2 Bim block = 6; RGS4-Gao reg = 98; RGS7-Gao reg = 92; Bim-Mcl-1 = 4
`COc1c(Br)cc(Br)cc1/C=N/NC(=O)c1ccncc1` as listed: Bim-Bcl-XL = -1; Bcl-B Bim block = -6; Bcl-W Bim block = -1; Bim-Bfl-1 = -8; Mcl1-Bid inh = -19; RGS8-Gao = 100; Mcl1 Noxa PPI = 7; Bcl-2 Bim block = -2; RGS4-Gao reg = 99; RGS7-Gao reg = 99; Bim-Mcl-1 = 1

Further structures follow:
SMILES	Bim-Bcl-XL	Bcl-B Bim block	Bcl-W Bim block	Bim-Bfl-1	Mcl1-Bid inh	RGS8-Gao	Mcl1 Noxa PPI	Bcl-2 Bim block	RGS4-Gao reg	RGS7-Gao reg	Bim-Mcl-1
Cc1ccccc1Cn1ccc(NC(=O)CCSc2nc(-c3ccco3)cc(C(F)(F)F)n2)n1	-23	-10	2	-10	-9	95	-2	-8	92	85	0
Cc1nn(C)cc1CNC(=O)c1cc2n(n1)C(C(F)(F)F)CC(c1cccs1)N2 (centres undefined)	-1	0	0	-1	-64	101	-13	-3	102	102	0
CCOC(=O)c1sc(NC(=O)CCN2CCOCC2)c(C(=O)OCC)c1C	-9	-7	-4	-20	-21	99	-23	-13	100	100	-8
O=C(NN1C(=O)c2ccccc2NC1c1ccco1)c1ccccc1 (centres undefined)	-1	2	-2	-1	-26	100	-7	-1	103	104	0
Cc1ccc(NC(=O)CN(C)C(=O)c2nn(C)c(=O)c3ccccc23)cc1	nt	nt	nt	nt	0	101	-5	nt	102	?	nt
CNc1nc2c(C)cccn2c(=O)c1C=NCc1ccccc1	0	-7	2	-12	5	103	3	-8	103	97	1
O=C(Nc1ccc(S(=O)(=O)N2CCOCC2)cc1)c1ccc2c(c1)OCO2	nt	nt	nt	nt	13	101	4	nt	104	?	nt
CC1CC(C)CN(S(=O)(=O)c2ccc3c(c2)oc(=O)n3CC(=O)N2CCOCC2)C1 (centres undefined)	-4	-9	0	-10	-17	101	-18	-6	100	98	-1
Cc1c(Cl)cnc(NC(=O)COC(=O)CCS(=O)(=O)c2ccccc2)c1Cl	0	-1	1	0	-24	81	28	-2	99	97	-2
